RGS8-Gao: human RGS8-Galphao interaction regulation. P09471. multiplexed bead flow cytometry, RGS8-Galphao binding; actives lie on both sides. response (percent of control binding), % at 10 µM. 220,000 compounds, 0.34% hits; in the data active = response below about 60% or above about 140%; inactive = in between;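 note: Galphao activated as the GDP aluminium fluoride complex binding bead-coupled RGS8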
Target sequence (P09471 whole entry, looked up): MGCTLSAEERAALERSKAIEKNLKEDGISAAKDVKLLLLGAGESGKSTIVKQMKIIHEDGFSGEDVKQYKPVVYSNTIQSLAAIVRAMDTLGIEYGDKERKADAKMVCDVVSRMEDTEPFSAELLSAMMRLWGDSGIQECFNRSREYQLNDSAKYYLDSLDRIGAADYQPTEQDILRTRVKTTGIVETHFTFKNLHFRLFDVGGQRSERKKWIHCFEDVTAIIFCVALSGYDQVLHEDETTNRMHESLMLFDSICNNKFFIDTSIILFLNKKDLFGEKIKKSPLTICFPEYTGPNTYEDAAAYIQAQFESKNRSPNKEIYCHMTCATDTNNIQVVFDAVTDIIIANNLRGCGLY
GSH fluor: compound fluoresces at 488/530 nm on GSH beads | GSH beads flow cytometry, compound fluorescence 488/530 nm; stronger effect = higher value | 190,000 compounds, 0.25% hits | fluorescence (KMESF) at 10 µM | AID 1776; in the data active = fluorescence above about 89;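 note: glutathione beads carrying GST-tagged Bcl family fusion proteins plus one bare bead set; values are compound well signal with DMSO vehicle wells as background; inactives centre near 16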
Bim-Bcl-B: inhibitors of Bim-Bcl-B interaction, human; 190,000 compounds, 0.073% hits; AID 951; bead-based flow cytometry, Bim peptide-Bcl-B binding; inhibition, % at 10 µM; Q9HD36;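 note: 0% = tracer peptide without compound and 100% = reference inhibitor peptide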
Mcl1 Bid PPI: Mcl-1/Bid interaction inhibition; AID 1021; inhibition, % at 21.7 µM; 220,000 compounds, 0.97% hits; Q07820; TR-FRET Mcl-1/Bid-Dy647 peptide binding, 1536-well;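 active = compounds that cut the binding signal by more than half at the single screening dose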;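 note: His-tagged Mcl-1 with europium anti-His antibody binding Bid BH3 peptide; 0% = Mcl-1 plus peptide wells and 100% = peptide-only wells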
RGS4-Gao reg: modulates binding of RGS4 to human Galphao; P09471; 220,000 compounds, 0.33% hits; Multiplexed bead flow cytometry; actives lie on both sides; binding response (% of control), % at 10 µM; in the data active = binding response below about 49% or above about 150%; inactive = in between;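 note: fluorescent Galphao activated with aluminum fluoride binding bead-coupled RGS4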
Mcl-1 Bim block: human Bim-Mcl-1 interaction inhibition; Q07820; Bead-based flow cytometry, Bim peptide-Mcl-1 binding; inhibition, % at 10 µM; 190,000 compounds, 0.1% hits;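 note: 0% = no compound tracer wells and 100% = peptide blocker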
Bfl-1 Bim block: human Bim-Bfl-1 interaction inhibition. Bead-based flow cytometry, Bim-Bfl-1 binding inhibition. 190,000 compounds, 0.12% hits. inhibition, % at 10 µM. Q16548;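 note: 0% = wells without compound plus tracer and 100% = blocker peptide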
Bim-Bcl-W: human Bim-Bcl-W interaction inhibition. Q92843. bead-based flow cytometry, Bim peptide-Bcl-W binding. inhibition, % at 10 µM. 190,000 compounds, 0.02% hits;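 note: 0% = bound tracer without compound and 100% = peptide blocker; higher means less fluorescent Bim peptide bound to Bcl-W beads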
Target sequence (Q92843 whole entry, looked up): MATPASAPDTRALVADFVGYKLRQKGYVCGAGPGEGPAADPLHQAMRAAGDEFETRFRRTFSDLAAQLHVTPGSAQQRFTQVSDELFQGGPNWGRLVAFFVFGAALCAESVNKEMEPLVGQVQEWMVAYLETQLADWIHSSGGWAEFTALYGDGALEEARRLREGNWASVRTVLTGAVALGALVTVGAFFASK
Bcl-XL Bim block: human Bim-Bcl-XL interaction inhibition | Q07817 | inhibition, % at 10 µM | AID 1007 | Bim peptide-Bcl-XL binding, bead flow cytometry, fluorescence | 190,000 compounds, 0.04% hits
Target sequence (Q07817 whole entry, looked up): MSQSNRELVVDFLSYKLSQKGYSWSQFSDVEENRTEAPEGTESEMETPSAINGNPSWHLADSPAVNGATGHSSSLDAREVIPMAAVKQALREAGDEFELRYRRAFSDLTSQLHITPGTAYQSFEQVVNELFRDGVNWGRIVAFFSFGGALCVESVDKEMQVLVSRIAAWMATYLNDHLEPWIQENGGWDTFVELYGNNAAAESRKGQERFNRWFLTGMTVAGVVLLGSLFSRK
RGS7-Gao: regulators of human RGS7-Galphao interaction. AID 1439. Multiplexed bead flow cytometry, RGS7-Galphao binding; actives lie on both sides. 220,000 compounds, 0.35% hits. binding response (% of control), % at 10 µM; in the data active = binding response below about 49% or above about 150%; inconclusive = no clear call, values can overlap the other calls; inactive = in between;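 note: fluorescent Galphao held in activated GDP-AlF4 state binding bead-coupled RGS7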
Bim-Bcl-2: disrupts Bim peptide binding to human Bcl-2. P10415. Bead-based flow cytometry, Bim peptide-Bcl-2 binding. inhibition, % at 10 µM. 190,000 compounds, 0.06% hits; in the data active = inhibition above about 40%; inconclusive = no clear call, values can overlap the other calls;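 note: 0% = no compound wells with probe peptide and 100% = reference peptide inhibitor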
Target sequence (P10415 whole entry, looked up): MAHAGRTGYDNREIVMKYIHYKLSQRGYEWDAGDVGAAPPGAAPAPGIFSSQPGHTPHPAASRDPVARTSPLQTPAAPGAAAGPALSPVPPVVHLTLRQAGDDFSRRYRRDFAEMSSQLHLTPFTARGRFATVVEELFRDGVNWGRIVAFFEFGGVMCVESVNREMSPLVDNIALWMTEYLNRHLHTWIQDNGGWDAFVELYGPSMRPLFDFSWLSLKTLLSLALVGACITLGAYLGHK
Starred values were filed as active, the others as inactive; ? = inconclusive. Cut-off read from the data, not from the text of the source, unless noted: active = inhibition above about 40%.

Sample of the layout:
no.	structure	RGS8-Gao	GSH fluor	Bim-Bcl-B	Mcl1 Bid PPI	RGS4-Gao reg	Mcl-1 Bim block	Bfl-1 Bim block	Bim-Bcl-W	Bcl-XL Bim block	RGS7-Gao	Bim-Bcl-2
1	Cn1c(NCCCO)nc2c(c1=O)C1(CCCCC1)Cc1ccccc1-2	103.7	20	-2.0	-5.5	101.5	2.0	-9.0	3.0	1.0	99.1	-1.0
2	COc1ccc(-c2[nH]ncc2Oc2ccccc2OC)c(O)c1	103.6	35	-9.0	10.1	103.7	-5.0	-17.0	-1.0	-8.0	108.7	-14.0

The list itself, from the start:
no.	structure	RGS8-Gao	GSH fluor	Bim-Bcl-B	Mcl1 Bid PPI	RGS4-Gao reg	Mcl-1 Bim block	Bfl-1 Bim block	Bim-Bcl-W	Bcl-XL Bim block	RGS7-Gao	Bim-Bcl-2
1	Cn1c(NCCCO)nc2c(c1=O)C1(CCCCC1)Cc1ccccc1-2	103.7	20	-2.0	-5.5	101.5	2.0	-9.0	3.0	1.0	99.1	-1.0
2	COc1ccc(-c2[nH]ncc2Oc2ccccc2OC)c(O)c1	103.6	35	-9.0	10.1	103.7	-5.0	-17.0	-1.0	-8.0	108.7	-14.0
3	C/C(=N\NC(=O)CC1N=C(Cc2ccccc2)NNC1=O)c1ccc(Cl)cc1Cl (configuration not stated)	97.7	19	0.0	-0.2	98.7	-3.0	-1.0	0.0	0.0	104.2	-2.0
4	Cc1nc([N+](=O)[O-])c(Sc2nc3ccccc3[nH]2)n1Cc1ccccc1	102.5	10	-23.0	-15.1	99.9	-4.0	5.0	1.0	-6.0	97.6	-7.0
5	Cc1cc2cc(CN(CCN(C)C)C(=S)NCc3ccco3)c(=O)[nH]c2cc1C	116.4	8	-3.0	-1.7	106.0	-3.0	3.0	8.0	2.0	110.5	1.0
6	O=C(CCn1c(=O)[nH]c2ccccc2c1=O)N1CC=C(c2ccccc2)CC1	103.2	14	-1.0	-10.3	103.1	-4.0	3.0	-3.0	-5.0	101.5	0.0
7	C=CCc1cc(Cl)ccc1OCCNCCCOC	98.7	14	-1.0	17.7	101.4	0.0	0.0	0.0	0.0	102.3	0.0
8	CC(C)N(C(=O)Cn1cc(SCC(N)=O)c2ccccc21)C(C)C	98.0	13	-1.0	-11.8	96.9	0.0	-4.0	-2.0	0.0	99.3	-4.0

No new results follow: three of the compounds above.
no.	structure	RGS8-Gao	GSH fluor	Bim-Bcl-B	Mcl1 Bid PPI	RGS4-Gao reg	Mcl-1 Bim block	Bfl-1 Bim block	Bim-Bcl-W	Bcl-XL Bim block	RGS7-Gao	Bim-Bcl-2
1	Cn1c(NCCCO)nc2c(c1=O)C1(CCCCC1)Cc1ccccc1-2	103.7	20	-2.0	-5.5	101.5	2.0	-9.0	3.0	1.0	99.1	-1.0
2	COc1ccc(-c2[nH]ncc2Oc2ccccc2OC)c(O)c1	103.6	35	-9.0	10.1	103.7	-5.0	-17.0	-1.0	-8.0	108.7	-14.0
3	C/C(=N\NC(=O)CC1N=C(Cc2ccccc2)NNC1=O)c1ccc(Cl)cc1Cl (configuration not stated)	97.7	19	0.0	-0.2	98.7	-3.0	-1.0	0.0	0.0	104.2	-2.0

New compounds follow:
no.	structure	RGS8-Gao	GSH fluor	Bim-Bcl-B	Mcl1 Bid PPI	RGS4-Gao reg	Mcl-1 Bim block	Bfl-1 Bim block	Bim-Bcl-W	Bcl-XL Bim block	RGS7-Gao	Bim-Bcl-2
9	CCCC(=O)N1CCC(O)(c2cccc(F)c2)CC1	101.2	12	-2.0	-11.3	102.0	0.0	-4.0	0.0	0.0	103.5	-3.0
10	CN(C)S(=O)(=O)N1CCc2ccccc2C1	92.3	32	-8.0	-2.1	91.0	-2.0	-19.0	-2.0	-5.0	92.0	-10.0
11	O=C(CN1C(=O)NC2(CCCCCC2)C1=O)Nc1ccc2c(c1)CCC2	98.9	62	1.0	5.3	99.2	-2.0	0.0	4.0	4.0	95.7	0.0
12	Cc1nc(/C(N)=N/OC(=O)Cc2ccccc2)no1	105.1	17	-6.0	-14.2	106.3	0.0	-8.0	0.0	-1.0	101.8	0.0
13	Cc1nn(C)c(C)c1NC(=O)CN1CCC(O)(c2ccc3c(c2)OCO3)CC1	111.2	14	-1.0	-15.4	105.3	-2.0	-6.0	-1.0	-2.0	110.9	-5.0
14	CCOC(=O)CSc1nc2cc(C(=O)NCC3CCCO3)ccc2c(=O)n1Cc1ccco1 (configuration not stated)	103.3	17	-8.0	-1.1	104.9	5.0	-9.0	4.0	-4.0	104.8	0.0
15	O=C(O)c1cc(-c2cccc([N+](=O)[O-])c2)n[nH]1	98.8	13	-2.0	-19.7	99.2	0.0	-4.0	0.0	-5.0	103.1	-1.0
16	Cc1cc2ncn(C(=O)c3ccc4c(c3)OCO4)c2cc1C	102.4	8	-1.0	-9.8	101.6	-2.0	0.0	0.0	-5.0	101.5	-4.0
17	Cn1cc([N+](=O)[O-])c(C(=O)Nc2ccc(Br)cn2)n1	97.3	26	-7.0	10.9	92.8	11.0	-9.0	1.0	-1.0	92.1	-3.0
18	Cc1nn(C)c(C)c1S(=O)(=O)N(CC(=O)N1CCc2ccccc21)c1ccc(C(C)C)cc1	102.2	27	-5.0	-4.9	102.4	-2.0	-11.0	1.0	-2.0	100.1	-8.0
19	O=S(=O)(c1ccccc1)N1CCC(O)(CSc2ccccc2)CC1	99.1	24	-8.0	-11.9	103.8	-4.0	-2.0	0.0	0.0	105.2	-1.0
20	O=C(Cn1cnc2ccccc21)N/N=C/C(Br)=C/c1ccccc1	100.5	12	-8.0	19.9	101.6	-4.0	-4.0	-6.0	-4.0	97.4	-4.0
21	O=C(CSc1nnc(CNC(=O)c2ccccc2F)o1)c1ccccc1	96.4	23	-3.0	-11.9	94.7	0.0	-2.0	-2.0	-4.0	96.4	-4.0
22	Cc1cccc2c1[nH]c1nc(N/N=C\c3ccco3)nnc12	81.4	26	-10.0	11.6	88.0	-2.0	-10.0	0.0	0.0	89.8	-11.0
23	COC(=O)c1cc(C(=O)OCC(=O)NCc2ccc3c(c2)OCO3)cc([N+](=O)[O-])c1	101.6	9	-8.0	2.1	104.2	-6.0	-5.0	-4.0	-7.0	104.2	-3.0
24	Cn1c(N)c(C(=O)COC(=O)CCC2CCCCC2)c(=O)n(C)c1=O	107.4	17	-4.0	-2.0	104.3	0.0	-5.0	-1.0	-3.0	103.5	0.0
25	O=C(CN1C(=O)C2CCCN2c2ncc(Cl)cc21)NCc1ccc2c(c1)OCO2 (configuration not stated)	103.4	23	-4.0	-24.9	100.7	-2.0	-11.0	0.0	-5.0	97.8	-6.0
26	Cc1nn(Cc2ccccc2)c(Cl)c1/C=C/C(=O)OCC(=O)NC(C)C(C)C (configuration not stated)	106.4	15	-2.0	-7.9	109.2	0.0	-5.0	0.0	-1.0	109.9	-3.0
27	CCOc1cc(C(=O)N2CCCC2)cc(OCC)c1OCC	98.2	35	0.0	-13.7	100.7	0.0	1.0	-1.0	0.0	99.1	1.0
28	COc1ccc(C2CC(c3ccccc3)=NN2C(=O)CN2CCN(Cc3ccccc3)CC2)cc1 (configuration not stated)	104.7	18	-6.0	-9.5	102.3	-4.0	-4.0	-2.0	-2.0	?	-5.0
29	Fc1ccc(-n2cc(CNCCc3cccnc3)c(-c3ccccc3Cl)n2)cc1	103.2	11	-2.0	-49.5	104.2	0.0	-3.0	-3.0	-1.0	?	2.0
30	CCOC(=O)N1CCN(C(=O)Nc2ccc3nc(-c4ccccn4)c(-c4ccccn4)nc3c2)CC1	116.8	13	-3.0	-5.4	106.8	-2.0	-2.0	-1.0	-4.0	107.0	-3.0
31	COc1ccc(Nc2nc3c(C)cccc3cc2C#N)c(OC)c1	101.8	9	0.0	-47.4	100.5	0.0	2.0	0.0	-2.0	98.6	0.0
32	Cc1onc(-c2ccccc2)c1C(=O)N/N=C/c1ccc([N+](=O)[O-])s1	97.5	10	-15.0	-31.9	99.8	-7.0	-3.0	-5.0	-9.0	100.1	-1.0
33	Cc1noc(NC(=O)c2ccc(Cl)cc2)c1Cl	101.1	15	-1.0	-2.1	99.0	-2.0	-3.0	0.0	-3.0	103.6	0.0
34	COc1ccc2[nH]cc(CCNC(=S)NCCc3ccccc3)c2c1	98.9	18	-10.0	-16.4	99.1	-3.0	-6.0	-3.0	-4.0	96.6	-4.0
35	CCCc1nnc(NC(=O)CN2CCN(C)CC2)s1	101.7	43	-11.0	33.9	101.3	-2.0	-12.0	-2.0	-2.0	104.5	-9.0
36	CCc1c(O)nc(SCc2ccccc2)n(C(C)CC)c1=O (configuration not stated)	95.3	28	-2.0	-20.3	99.8	-3.0	-2.0	0.0	-2.0	103.8	0.0
37	Cc1ccc(C)c(N2CCN(C(=O)C3CCCN(S(=O)(=O)c4c(C)[nH]c(=O)[nH]c4=O)C3)CC2)c1 (configuration not stated)	105.6	9	1.0	-25.3	105.1	2.0	-1.0	0.0	3.0	110.6	1.0
38	C=C(C)CSc1nnc(-c2cccc(Cl)c2)n1N	101.1	45	-8.0	-4.7	105.5	-1.0	-10.0	-1.0	-8.0	101.4	-7.0
39	CCOC(=O)C1=C(C)NC(C)=C(C(=O)OCC)C1C(=O)OCC(=O)N1c2ccccc2CC1C (configuration not stated)	99.2	41	-2.0	-15.9	112.7	-3.0	-4.0	-2.0	-13.0	112.3	-4.0
40	Cc1cccc(N2C(=O)c3cccc4c(N(C)CCO)ccc(c34)C2=O)c1	101.0	27	-7.0	-5.5	101.6	-1.0	-7.0	0.0	-4.0	95.4	-1.0
41	CCc1nc2ccc(C(=O)Nc3ccc(NC(C)=O)cc3)cc2nc1CC	101.2	17	0.0	-21.6	102.3	-2.0	-6.0	0.0	1.0	99.5	-3.0
42	CC(C)(C)CC(=O)Nc1ccc(C(N)=O)cc1	97.0	20	-4.0	0.2	95.0	0.0	-1.0	0.0	8.0	101.1	20.0
43	CCOC(=O)c1ccc(-n2c(CN3CCC(C(N)=O)CC3)nc3ccc([N+](=O)[O-])cc3c2=O)cc1	101.4	12	-3.0	-4.6	101.0	0.0	-2.0	1.0	-2.0	?	-1.0
44	Cc1c(C(=O)N2CCOCC2)sc2ncnc(N3CCc4ccccc4C3)c12	101.4	23	-6.0	-15.6	95.2	-10.0	-5.0	-9.0	-14.0	101.7	-7.0

Fetched by compound from above, four records:
no.	structure	RGS8-Gao	GSH fluor	Bim-Bcl-B	Mcl1 Bid PPI	RGS4-Gao reg	Mcl-1 Bim block	Bfl-1 Bim block	Bim-Bcl-W	Bcl-XL Bim block	RGS7-Gao	Bim-Bcl-2
41	CCc1nc2ccc(C(=O)Nc3ccc(NC(C)=O)cc3)cc2nc1CC	101.2	17	0.0	-21.6	102.3	-2.0	-6.0	0.0	1.0	99.5	-3.0
42	CC(C)(C)CC(=O)Nc1ccc(C(N)=O)cc1	97.0	20	-4.0	0.2	95.0	0.0	-1.0	0.0	8.0	101.1	20.0
44	Cc1c(C(=O)N2CCOCC2)sc2ncnc(N3CCc4ccccc4C3)c12	101.4	23	-6.0	-15.6	95.2	-10.0	-5.0	-9.0	-14.0	101.7	-7.0
43	CCOC(=O)c1ccc(-n2c(CN3CCC(C(N)=O)CC3)nc3ccc([N+](=O)[O-])cc3c2=O)cc1	101.4	12	-3.0	-4.6	101.0	0.0	-2.0	1.0	-2.0	?	-1.0
